RECQ1 helicase = blocks DNA unwinding by human RECQ1; RECQ1 DNA unwinding, red fluorescence kinetic read; AID 2549; P46063; 0.54% of 240,000 active; Potency, µM (series often up to 57.3 µM), without a hit: top-dose activity, negative = inhibition, actives largely listed as inhibitors;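 note: plate controls were vehicle for no effect and no enzyme for full effect; nearly all actives have a fitted effect of over 30% in size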
Target sequence (P46063 whole entry, looked up): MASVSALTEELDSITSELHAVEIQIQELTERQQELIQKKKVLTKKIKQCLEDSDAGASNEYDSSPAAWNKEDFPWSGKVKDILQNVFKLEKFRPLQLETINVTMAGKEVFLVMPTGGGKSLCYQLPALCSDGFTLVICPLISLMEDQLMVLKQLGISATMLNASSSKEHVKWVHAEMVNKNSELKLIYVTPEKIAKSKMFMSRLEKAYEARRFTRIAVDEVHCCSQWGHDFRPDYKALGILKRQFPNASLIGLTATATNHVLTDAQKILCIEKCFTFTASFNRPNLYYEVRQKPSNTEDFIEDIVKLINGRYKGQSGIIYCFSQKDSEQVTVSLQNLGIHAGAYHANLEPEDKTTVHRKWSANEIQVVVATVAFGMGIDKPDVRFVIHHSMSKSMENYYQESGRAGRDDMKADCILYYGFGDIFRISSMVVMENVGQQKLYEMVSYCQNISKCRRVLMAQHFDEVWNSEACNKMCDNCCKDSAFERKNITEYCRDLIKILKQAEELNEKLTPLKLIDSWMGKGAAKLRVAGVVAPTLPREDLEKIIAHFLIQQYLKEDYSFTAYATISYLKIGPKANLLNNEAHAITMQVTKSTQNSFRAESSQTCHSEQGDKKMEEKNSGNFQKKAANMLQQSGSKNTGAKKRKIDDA
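50 nM RECQ1T1 preincubated 15 min with compound in Tris pH 8.0 buffer with MgCl2, DTT, Tween-20 and 2.5 ug/ml poly(dI-dC); started with 200 nM TAMRA/BHQ-2 forked duplex and 2 mM ATP. Unwinding read as fluorescence (525/598 nm), two reads 2 h apart.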
L3MBTL1 block = blocks human L3MBTL1; AlphaScreen L3MBTL1–H3K9me1 peptide binding; Potency, µM (doses to about 57.1 µM), inactives show top-dose activity, negative = inhibition, actives largely listed as inhibitors; 0.66% of 230,000 active; note: % is set by controls: 0 for no effect and ±100 for the full control effect; nearly all actives have a fitted effect of over 60% in size
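L3MBTL1 50 nM + b-AHA-H3(1-15)K9me1 75 nM, 30 min RT; compound added, 30 min RT; streptavidin donor/Ni-chelate acceptor beads 10 ug/mL each final, 30 min RT dark; AlphaScreen read.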
HTT cytoprotect = protects HTT-Q103 PC12 cells, measured by ATP; Potency, µM (doses to about 56.4 µM), without a hit: cytoprotection (ATP increase), actives largely listed as activators; PC12 HTT-Q103 induced, cytoprotection, ATP luminescence, 40 h; 0.14% of 230,000 active; AID 1471;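 note: % of control where 0% means no effect; nearly all actives have a fitted effect of over 45% in size; toxic huntingtin expression switched on by the ecdysone agonist tebufenozide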
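Quantitative HTS on tebufenozide-induced (100 nM) PC12 cells expressing HTTQ103 exon 1–GFP; compounds tested as a concentration series; survival measured via cellular ATP.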
TR SRC2 fluor cs = counter-screen for TRb-SRC2 inhibitors: fluorescence interference | TRb/SRC2 Texas Red total fluorescence interference | Potency, µM (top dose mostly 106 µM), for inactives: at the top dose fluorescence change, negative = quenching | 0.29% of 280,000 active; active = well fitted curve in either direction with a large enough effect; inconclusive = small, poorly fitted or top-dose-only effect; note: % is set by controls: 0 for no effect and ±100 for the full control effect
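Human TRb ligand-binding domain at 0.6 uM with 20 nM Texas Red SRC2 peptide in Tris buffer containing 1 uM T3 and 5% DMSO, incubated with compound 5 h at ambient temperature. Total fluorescence (555/632 nm) calculated as parallel + 2 × perpendicular.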
Tau fluor counter = counter-screen for tau fibril formation inhibitors. 0.93% of 280,000 active. AID 1463. Potency, µM (highest dose often 57.7 µM), for the others: at the top dose activity change, negative = decrease. tau K18 P301L Alexa594 fluorescence, heparin fibrillization; note: % is set by controls: 0 for no effect and ±100 for the full control effect; nearly all actives have a fitted effect of over 55% in size
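Human tau K18 P301L (15 uM unlabeled, 0.24 uM Alexa 594-labeled) in 100 mM sodium acetate pH 7 with 20 uM heparin, 6 hr at 37 C. ThT 30 uM added, 1 hr ambient; Alexa 594 FP and total fluorescence read at 555/632 nm.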
Tau ThT inhib = tau fibrillization inhibition (ThT binding); AID 1460; P10636; recombinant tau K18 P301L, heparin-induced fibrillization, ThT fluorescence; Potency, µM (doses to about 57.4 µM), inactives show top-dose activity, negative = inhibition, actives largely listed as inhibitors; 2.1% of 270,000 active; note: % is set by controls: 0 for no effect and ±100 for the full control effect; nearly all actives have a fitted effect of over 55% in size
Target sequence (P10636 561-689 P618L limits assumed): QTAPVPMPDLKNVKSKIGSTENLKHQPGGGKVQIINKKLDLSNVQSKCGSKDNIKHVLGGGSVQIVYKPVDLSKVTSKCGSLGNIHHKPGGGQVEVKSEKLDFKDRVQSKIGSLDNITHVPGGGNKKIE
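In this qHTS, human K18 P301L tau is incubated with compound and heparin for 6 hr at 37 C, and Thioflavin T fluorescence then reports fibril load.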
TRb SRC2 PPI = inhibitors of human thyroid hormone receptor beta-SRC2 interaction | AID 1469 | 0.065% of 280,000 active | Potency, µM (doses to about 106 µM), for the others: top-dose activity change, negative = inhibition, hits mostly inhibitors | TRbeta-SRC2 peptide binding, fluorescence polarization; receptor liganded with 1 µM T3 | P10828;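 note: plate controls were bound peptide for no effect and peptide without receptor for full effect; nearly all actives have a fitted effect of over 50% in size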
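Fluorescence polarization of 20 nM Texas Red SRC2 peptide with 0.6 uM human TRb ligand-binding domain, in Tris buffer with 1uM T3 and 5% DMSO. Incubated 5 hr ambient; normalized to unbound and bound controls.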
Tau fibril FP = inhibitors of human tau fibril formation; Potency, µM (top dose mostly 57.7 µM), for the others: at the highest dose activity, negative = inhibition, most hits filed as inhibitors; 0.39% of 280,000 active; K18 P301L tau heparin fibrillization, Alexa594 FP, 6 h; note: % is set by controls: 0 for no effect and ±100 for the full control effect; nearly all actives have a fitted effect of over 55% in size
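Heparin (20 uM) drove fibril formation of recombinant tau K18 P301L, 15 uM unlabeled with 0.24 uM Alexa 594 label, for 6 hr at 37 C in 100 mM sodium acetate pH 7. Fluorescence polarization (555/632 nm) read 1 hr after 30 uM ThT.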
* hit, by the source's call; i = inactive; u = inconclusive; x = not tested or not shown; [ ] = dose if it differs, or a comment. Unless noted, calls come from the whole dose curve; as a rule, active = well fitted curve in the direction sought with a large enough effect; inconclusive = small, poorly fitted or top-dose-only effect, or another doubt; inactive = no such curve, though single readings can be large; an effect the other way counts as inactive or inconclusive. Potency is the fitted concentration of half-maximal effect. Not all compounds are listed; count on the stated rates, not on these rows.

SMILES	RECQ1 helicase	L3MBTL1 block	HTT cytoprotect	TR SRC2 fluor cs	Tau fluor counter	Tau ThT inhib	TRb SRC2 PPI	Tau fibril FP
Cc1ccc(CNC(=O)c2ccccc2SCC(=O)NCC2CCCCC2)cc1	0%	16%	-13%[10 µM]	-6%	3%	-2%	1%	1%
Cc1ccc(N/C=C(\C2OC(=O)c3ccccc32)[N+](=O)[O-])c(C)c1 (centres undefined)	-6%	x	9%	-2%	-11%	u	4%	-9%
CC(C)NC(=O)CCn1c(SCc2c(F)cccc2Cl)nc2c(sc3ccccc32)c1=O	x	x	x	-1%	-4%	2%	4%	2%
C/C(=C\c1cc(C(=O)O)c(C)o1)CO	-3%	-1%	-24%[0.074 µM]	-2%	-5%	-15%	-1%	-8%
COc1cccc(-c2nc3n(n2)C(c2ccc4c(c2)OCO4)C(C(N)=O)=C(C)N3)c1 (centres undefined)	i	35%[activator]	-41%[inhibitor]	-8%	-2%	11%	-1%	-6%
CCOc1ccc2nc(SCC(=O)N3c4ccccc4Sc4ccccc43)c(C#N)cc2c1	-1%	7%	5%[10 µM]	-2%	-17%	-5%	-2%	-8%
COc1ccc(NC(=O)CCC2COc3ccccc3O2)c(OC)c1 (centres undefined)	-11%	-1%[11.4 µM]	-7%	-2%	-1%	-3%	6%	4%
Cc1nc(N)sc1-c1nnc(SCC(=O)Nc2ccccc2C(F)(F)F)n1C	-3%	x	12%	-2%	-8%	-11%	-9%	-4%
COc1ccccc1C1CC(=O)N(c2cccc(C(F)(F)F)c2)C2=C1C(=O)OC2 (centres undefined)	x	x	x	-18%	-13%	-8%	3%	-1%
CCCc1cc(=O)[nH]c(SCC(=O)Nc2ncc(S(=O)(=O)c3ccc([N+](=O)[O-])cc3)s2)n1	-2%	-5%	-4%[10 µM]	-2%	-27%	-7%	-5%	0%
CC12CCC(=O)N1C(C(=O)OCC(=O)Nc1sccc1C#N)CS2 (centres undefined)	i	-7%	-5%[10 µM]	3%	-19%	u	-12%	-4%
Cc1cccc(-c2noc(-c3ccc(F)cc3)n2)c1	4%	x	-65%[inhibitor][0.074 µM]	-1%	-13%	-13%	8%	-3%
Cn1c(SCC(=O)N2CCCC2=O)nc2ccccc21	2%	15%	5%[10 µM]	-4%	1%	0%	-5%	-10%
CCOC(=O)CC(=O)CSc1ccc2nnc(-c3ccc(C)cc3)n2n1	-12%	-4%	-7%	-5%	-8%	-15%	-1%	-1%
Cc1ccc(NC(=O)C2CCCN(S(=O)(=O)c3cn(C(C)C)cn3)C2)c(C)c1 (centres undefined)	x	x	x	0%	6%	4%	5%	u
CCCc1nc2oc3c(OC)ncnc3c2c2c1COC(C)(C)C2	-4%	x	-5%	1%	-9%	-12%	-8%	-1%
COc1cc(OC)cc(C(=O)Nc2ccc(S(=O)(=O)Nc3nc(C)cc(C)n3)cc2)c1	i	33%	x	-6%	4%	10%	-3%	-4%
CC1CCCCN1C(=O)CCS(=O)(=O)c1cccc2nonc12 (centres undefined)	u	9%	-22%	-2%	-1%	0%	-1%	6%
COc1ccc(-c2cc(-c3ccc(OC)cc3)c(C#N)c(SC)n2)cc1	i	0%	-2%[10 µM]	-2%	-14%	-8%	-3%	u
CCCCN1C(=O)C(O)(CC(=O)c2ccccn2)c2ccccc21 (centres undefined)	i	1%	-27%	-6%	5%	-1%	-2%	-3%

Single entries from the list.
RECQ1 helicase with Cc1cccc(-c2noc(-c3ccc(F)cc3)n2)c1 = 4%
TRb SRC2 PPI with Cc1nc(N)sc1-c1nnc(SCC(=O)Nc2ccccc2C(F)(F)F)n1C = -9%
RECQ1 helicase with CCOc1ccc2nc(SCC(=O)N3c4ccccc4Sc4ccccc43)c(C#N)cc2c1 = -1%
HTT cytoprotect with CC1CCCCN1C(=O)CCS(=O)(=O)c1cccc2nonc12 (centres undefined) = -22%
Tau fibril FP with COc1cc(OC)cc(C(=O)Nc2ccc(S(=O)(=O)Nc3nc(C)cc(C)n3)cc2)c1 = -4%
RECQ1 helicase with Cc1ccc(N/C=C(\C2OC(=O)c3ccccc32)[N+](=O)[O-])c(C)c1 (centres undefined) = -6%

Remaining list, next part
SMILES	RECQ1 helicase	L3MBTL1 block	HTT cytoprotect	TR SRC2 fluor cs	Tau fluor counter	Tau ThT inhib	TRb SRC2 PPI	Tau fibril FP
CCc1cccc2sc(N3CCN(C(=O)C4CC4)CC3)nc12	x	x	x	-1%	-11%	u	-3%	-3%
CC1=C(C(=O)OC(C)C)C(c2ccc(C)o2)C(C(=O)OC(C)C)=C(C)N1	-4%	-9%	4%[10 µM]	-2%	u	2%	12%	-7%
Cc1cc(-c2nnc(SCC(=O)Nc3ccccc3Cl)n2C)no1	-9%	-8%	11%[10 µM]	2%	-6%	-4%	5%	-1%
C/C(=N\NC(=O)c1ccc(F)cc1)c1cccc(NC(=O)c2ccco2)c1	i	2%	-56%[inhibitor]	-2%	-7%	u	-7%	-2%
CCOC(=O)c1sc2nc(CC(=O)OC)nc(N3CCN(c4ccccn4)CC3)c2c1C	-2%	11%	-23%	0%	-22%	u	-6%	-4%
OCCN(Cc1ccccc1)CC1CCCCC1	-7%	x	-11%	1%	0%	2%	0%	-3%
O=[n+]1cc(-c2ccccc2)n([O-])c2c1CCCCC2	4%	-5%	x	5%	-9%	-7%	7%	2%
COc1ccc(C(=O)Oc2cccnc2)cc1	-5%	x	-40%[inhibitor]	-1%	-11%	-15%	-1%	-2%
CN1C(c2ccc(F)cc2)=CS/C1=C(/C#N)c1nnc(N2CCOCC2)n1-c1ccccc1	1%	7%	32%[10 µM]	0%[53 µM]	9%	5%	-3%[53 µM]	7%
COc1cc(OC)cc(-c2nc(-c3ccc4c(c3)[nH]c(=O)n4C)no2)c1	x	x	x	1%	6%	5%	3%	-2%
Cc1cccc(Oc2nc3c(C)cccn3c(=O)c2/C=C(\C#N)c2nc3ccccc3[nH]2)c1	x	x	x	1%	-2%	u	3%	0%
CN(C(=O)Cc1noc2ccccc12)c1ccccc1	-14%	-3%	x	-2%	-2%	-2%	-5%	3%
O=C(c1ccc(Cl)cc1)c1c[nH]c(C(=O)C(Cl)(Cl)Cl)c1	i	x	-21%	3%	-10%	-11%	4%	-3%
CC(C)(C)C(=O)NCCc1csc2nc(-c3ccc(F)cc3)nn12	x	x	x	0%	-6%	-1%	-7%	-8%
Cc1ccc(-c2csc3ncnc(Oc4ccc5c(C)cc(=O)oc5c4)c23)cc1	-19%	-7%	x	0%	3%	10%	-1%	-2%
O=C(O)C1CC(=O)N(CCc2c[nH]c3ccccc23)C1 (centres undefined)	-4%	3%	-17%[10 µM]	1%	-7%	-10%	11%	1%
COc1ccc(CCNC(=O)CCc2ccc(S(=O)(=O)NC(C)C)cc2)cc1	4%	5%	5%[10 µM]	-2%	-1%	-5%	3%	0%
O=C1OC(NC(=O)c2ccccc2)C(N2CCOCC2)=C1Cl (centres undefined)	-15%	3%	-15%[10 µM]	2%	0%	-9%	-2%	2%
O=C(OCC(=O)N1CCCC1)c1cncc(Br)c1	i	-4%	9%[4.97 µM]	-4%	1%	-5%	-3%	-1%
C/C(Cl)=C\Cn1c(NCCc2ccccc2)nc2c1c(=O)n(C)c(=O)n2C	-14%	-1%	-64%[inhibitor]	-3%	-14%	-3%	2%	u
N[C@@H](Cc1ccccc1)c1nnc2sc(SCc3ccccc3)nn12	-1%	7%[11.4 µM]	22%	-1%	0%	-16%	0%	-2%
CCOCCCNC(C(=O)Nc1ccc(OC)c(Cl)c1)c1ccccc1 (centres undefined)	i	8%	-14%[10 µM]	-3%	-10%	-3%	-5%	4%
O=C(C1CC(c2ccccc2O)=NO1)N1CCCC1 (centres undefined)	i	x	-27%[0.074 µM]	-1%	4%	11%	2%	-4%
Cc1cc(NC(=O)Cn2cnc3sc(C)c(-c4ccccc4)c3c2=O)no1	-8%	2%	8%[10 µM]	-1%	-9%	-9%	1%	-2%
COC(=O)c1sccc1NC(=S)OC	7%	10%	-3%[10 µM]	-1%	-6%	-3%	2%	-4%
COc1ccccc1N1CCN(C(=O)CN(c2ccccc2OC)S(=O)(=O)c2ccccc2)CC1	i	-14%[11.4 µM]	-8%	2%	-9%	u	-10%	-2%
O=C(Nc1cccc(-c2nnc(-c3ccccc3)o2)c1)C1CC1	22%	-33%	-24%	1%	1%	5%	0%	1%
CN(C)S(=O)(=O)N(CC(=O)NCCSCc1ccc(Cl)cc1Cl)c1ccccc1	x	x	x	0%	u	-15%	6%	u
CCC(=O)c1ccc(NC(C)=O)cc1O	-7%	5%	1%[10 µM]	-2%	-11%	0%	1%	-5%
COc1cc2c(cc1OC)CN(S(C)(=O)=O)CC2	-11%	x	5%	-1%	-3%	-7%	-3%	1%

Compound profiles (already shown). Order of screens: RECQ1 helicase	L3MBTL1 block	HTT cytoprotect	TR SRC2 fluor cs	Tau fluor counter	Tau ThT inhib	TRb SRC2 PPI	Tau fibril FP
CCc1cccc2sc(N3CCN(C(=O)C4CC4)CC3)nc12 is entered as x	x	x	-1%	-11%	u	-3%	-3%
CC12CCC(=O)N1C(C(=O)OCC(=O)Nc1sccc1C#N)CS2 (centres undefined) is entered as i	-7%	-5%[10 µM]	3%	-19%	u	-12%	-4%

A portion taken from the entries so far:
SMILES	RECQ1 helicase	L3MBTL1 block	HTT cytoprotect	TR SRC2 fluor cs	Tau fluor counter	Tau ThT inhib	TRb SRC2 PPI	Tau fibril FP
CN(C)S(=O)(=O)N(CC(=O)NCCSCc1ccc(Cl)cc1Cl)c1ccccc1	x	x	x	0%	u	-15%	6%	u
CCC(=O)c1ccc(NC(C)=O)cc1O	-7%	5%	1%[10 µM]	-2%	-11%	0%	1%	-5%
COc1cc2c(cc1OC)CN(S(C)(=O)=O)CC2	-11%	x	5%	-1%	-3%	-7%	-3%	1%
